PDI inh: blocks human protein disulfide isomerase activity; AID 588391; PDI insulin aggregation turbidity, A650, 90 min; inhibition, % at 10 µM; 0.052% of 350,000 active;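 active = mean inhibition across replicates of 30% or more, whatever share of single replicates reach that level; inconclusive = mean inhibition below 30% while every single replicate reaches 30%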;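 note: absorbance from insulin aggregation driven by PDI reduction with DTT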
Target sequence (P07237 whole entry, looked up): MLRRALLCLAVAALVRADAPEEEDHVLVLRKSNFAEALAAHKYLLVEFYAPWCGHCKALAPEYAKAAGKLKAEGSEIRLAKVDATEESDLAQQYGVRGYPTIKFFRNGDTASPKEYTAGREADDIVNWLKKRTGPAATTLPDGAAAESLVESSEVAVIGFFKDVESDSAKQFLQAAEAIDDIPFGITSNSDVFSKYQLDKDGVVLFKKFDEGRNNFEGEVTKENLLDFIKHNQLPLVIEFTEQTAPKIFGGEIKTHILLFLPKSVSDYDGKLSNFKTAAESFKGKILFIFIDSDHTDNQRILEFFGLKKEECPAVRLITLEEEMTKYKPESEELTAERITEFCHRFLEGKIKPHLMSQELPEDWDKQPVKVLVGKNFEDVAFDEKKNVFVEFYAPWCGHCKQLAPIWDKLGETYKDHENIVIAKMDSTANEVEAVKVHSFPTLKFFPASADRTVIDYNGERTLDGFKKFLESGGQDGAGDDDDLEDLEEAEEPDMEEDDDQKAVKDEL
NR2E3 ag-1: activates human photoreceptor nuclear receptor NR2E3. GST-NR2E3/biotin-RetCOR TR-FRET, 1536-well. inhibition of corepressor binding, % at 4.78 µM. 0.12% of 320,000 active. AID 2300;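 active = percent inhibition above the cutoff of mean plus 3 SD of all tested compounds, set per screening campaign, cut at about 20% in these data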;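 note: 0% = DMSO wells and 100% = biotin wells as full block of FRET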
Target sequence (Q9Y5X4 whole entry, looked up): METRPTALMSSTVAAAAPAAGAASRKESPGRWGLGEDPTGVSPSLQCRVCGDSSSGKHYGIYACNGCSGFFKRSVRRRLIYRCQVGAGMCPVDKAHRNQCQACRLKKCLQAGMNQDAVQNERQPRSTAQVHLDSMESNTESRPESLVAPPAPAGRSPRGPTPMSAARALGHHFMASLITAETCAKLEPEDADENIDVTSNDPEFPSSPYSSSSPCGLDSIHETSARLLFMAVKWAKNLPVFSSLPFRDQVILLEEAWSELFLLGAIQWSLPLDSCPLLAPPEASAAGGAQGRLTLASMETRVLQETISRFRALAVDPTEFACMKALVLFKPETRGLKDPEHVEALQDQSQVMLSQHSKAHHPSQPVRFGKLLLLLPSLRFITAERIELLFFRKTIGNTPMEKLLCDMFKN
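Assay system: NR2E3–RetCOR corepressor complex. Quantity: 1.35 nM GST-NR2E3. Buffer or medium: pH 7.5 Tris-based buffer. Reagent: biotinylated RetCOR corepressor at 7 nM final. Schedule: 5 h at 4 °C. Detection: TR-FRET, emission read at 617 and 671 nm. Replicates: one well per compound, singlicate testing.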
CF NFkB block: blocks PAF-induced NF-kB reporter in cystic fibrosis cells | AID 588850 | inhibition, % at 5 µM | KKLEB NF-kB-GFP reporter, GFP fluorescence overnight | 0.86% of 360,000 active;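 active = at least 50% inhibition at 5 µM, scaled per plate between neutral and stimulator controls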;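 note: PAF is a Pseudomonas aeruginosa culture filtrate used as stimulus; plate controls were PAF-stimulated DMSO wells for no effect and unstimulated DMSO wells for full effect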
KKLEB tox: CF airway cell cytotoxicity counter-screen; KKLEB CF airway cells viability, ATPlite luminescence, overnight; active compounds read low; cells stimulated with P. aeruginosa culture filtrate; activity change (cytotoxicity), % at 5 µM; 0.36% of 360,000 active; AID 602141;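 active = corrected activity change at or below -50% at 5 µM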
Shn3 3UTR inh: inhibitors of Schnurri-3 3'UTR reporter in osteoblasts; inhibition, % at 12.5 µM; Clone20 osteoblast Shn3 3'UTR firefly luciferase, 24 h; 0.52% of 360,000 active;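 active = mean inhibition of at least 75% with every replicate also reaching 75%; inconclusive = mean inhibition at least 75% but some replicate below; inactive = mean inhibition below 75%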;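 note: 0% = median of neutral control wells and 100% = pilot-screen positive control compound; some compounds past the cut are filed as inactive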
NR2E3 ag-2: activates human NR2E3 receptor | Q9Y5X4 | CHO-S Gal4-NCOR/VP16-NR2E3 two-hybrid, luciferase | inhibition of corepressor binding, % at 3.98 µM | 0.35% of 360,000 active | AID 602229;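 active = inhibition above the mean of all tested compounds plus 3 SD, cut at about 70% in these data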;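 note: 0% = DMSO with NR2E3 transfected cells and 100% = cells lacking NR2E3 construct; higher means lower luciferase signal from less NR2E3 corepressor binding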
HIF-2a inh: inhibitors of HIF-2a; 786-0 RCC cells HIF-2a reporter, luciferase luminescence, overnight; inhibition, % at 18.8 µM; 0.72% of 360,000 active; AID 624352;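 active = inhibition of the luminescence signal of 40% or more relative to plate controls, in a single-dose primary screen at 18.75 µM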
Vif inh: inhibitors of HIV Vif; HEK293T cells, Vif self-association by quenched fluorescence, imaging, 24 h; inhibition, % at 7.49 µM; 0.35% of 340,000 active; AID 602346; in the data active = inhibition above about 50%, passing the limit was not always enough; inconclusive = no clear call, values can overlap the other calls; inactive = below about 31%; note: some results filed as inactive read as strong as hits
TRPM1 prom inh: inhibitors of MITF-driven TRPM1 promoter in melanoma cells. SK-MEL-5 TRPM1 promoter luciferase, 24 h. 0.83% of 330,000 active. inhibition, % at 12.5 µM;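 active = mean inhibition across replicates of 60% or more, whatever share of single replicates reaches that level; inconclusive = some that reach 60%, reason not given; inactive = mean inhibition across replicates below 60%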; note: values of inactives mirror those of a sister screen read the other way
CaV13 ICDI inh: Disruptors of the CACNA1D IQ motif to Ca2+-dependent inactivation inhibitor domain association, primary screening, Förster resonance energy transfer in intact living …; 0.098% of 340,000 active; AID 743397; inhibition, % at 12.3 µM; HEK cells, CFP/YFP FRET ICDI-IQ, plate reader, 10 min; percent FRET-ratio fall versus neutral wells;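 active = mean replicate inhibition of at least 30% and at least 1% of replicates passing that level; inconclusive = only one of the two criteria is met; inactive = neither criterion is met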;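 note: 0% = median of the neutral control wells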
Peg3 prom inh: inhibitors of Peg3 promoter | HeLa PEG-Prom luciferase reporter, luminescence, overnight | inhibition, % at 20 µM | 1.7% of 360,000 active | AID 588405;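 active = inhibition of at least 50% at 20 µM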
Starred values were filed as active, the others as inactive; ? = inconclusive; nt = no result given.

nr	SMILES	Peg3 prom inh	PDI inh	NR2E3 ag-2	NR2E3 ag-1	CF NFkB block	Shn3 3UTR inh	Vif inh	TRPM1 prom inh	CaV13 ICDI inh	HIF-2a inh	KKLEB tox
1	Cn1c(=O)oc2cc(S(=O)(=O)N3CCCC(C(=O)NCC4COc5ccccc5O4)C3)ccc21 (stereo unspecified)	13	2	-5	4	-13	-11	-18	5	-7	1	-4
2	COc1ccc(S(=O)(=O)N2CCCOC2CNC(=O)C(=O)NCCCn2ccnc2)cc1 (stereo unspecified)	13	-8	3	-3	-20	3	7	4	-10	19	14
3	CC(C)(C)Nc1scc(-c2ccccc2)[n+]1-c1ccccc1	4	13	-9	0	19	5	3	-4	-2	-4	-9
4	O=C(NCCc1ccc(Cl)cc1)C1CCN(C(=O)c2sccc2-n2cccc2)CC1	18	-4	5	-4	6	6	-17	-2	-5	-2	-14
5	CCOC(=O)N1CCN(C(=O)C2CC(=O)N(c3ccc(C)cc3)C2)CC1 (stereo unspecified)	0	-1	26	-4	2	8	8	6	-5	3	0
6	CCc1nc2ccc(C(=O)N(CC)CCN(C)C)cn2c1N(CC)C(=O)NCCc1ccccc1	-45	-2	-25	nt	-9	1	-4	nt	-7	-65	4
7	COc1ccccc1N(CC(=O)Nc1cc(C)on1)S(=O)(=O)c1cccc(C(F)(F)F)c1	11	12	-35	2	0	24	-19	3	-2	19	8
8	N#C/C(=C\c1cn(Cc2ccc(C#N)cc2)c2ccccc12)C(=O)NCc1cccs1	32	-3	-28	-2	-7	-5	24	-9	-3	13	4
9	CN(C)CCCNC(=O)c1cc(C(=O)Cc2ccccc2)c[nH]1	11	6	2	-1	18	14	-5	4	-4	13	0
10	O=C(Nc1ccccc1C(=O)N1CCN(CCO)CC1)c1cccc([N+](=O)[O-])c1	-35	0	-4	1	16	4	-2	2	nt	10	1
11	CC(=O)Nc1nc(-c2cccs2)cs1	-64	12	-33	-4	-15	-23	8	-20	-5	-96	11
12	C/C(=C(/NC(=O)c1ccccc1)C(=O)O)c1ccco1	1	11	16	1	-7	-19	8	11	-3	15	6
13	CC1=C2C(=O)OC(c3ccoc3)C2(C)CCC1 (stereo unspecified)	10	-4	-20	-3	-10	-3	4	-6	-1	12	-3
14	CCOC1=C2[C@@H](CN(S(=O)(=O)c3ccc(C)cc3)[C@H]2c2ccccc2F)[C@H]2C(=O)N(c3ccccc3)C(=O)[C@H]2C1	-1	nt	-6	nt	25	2	?	nt	-4	-11	-17
15	COC(=O)C1(C)NC(c2ccc(O)cc2)C2C(=O)N(c3ccc(F)cc3)C(=O)C21 (stereo unspecified)	2	-8	-4	1	8	8	1	-3	-1	15	9
16	C/C(N)=C(/C#N)C(=O)CN1C(=O)NC(Cc2c[nH]c3ccccc23)C1=O (stereo unspecified)	9	-4	-2	0	8	5	-13	13	-4	8	4
17	O=C(NCCCn1ccnc1)c1cn(-c2ccccc2)nc1-c1ccc(F)cc1	-7	8	-3	4	18	-12	-14	-9	-8	-36	-5
18	CCN(C(=O)COC(=O)COc1ccc(Cl)c(C)c1)C1CCS(=O)(=O)C1 (stereo unspecified)	7	-3	-25	3	17	-5	-4	9	-2	-2	-4
19	O=C(C1CCN(CC2CC=CCC2)CC1)N(CCc1ccccc1)Cc1ccccc1 (stereo unspecified)	2	3	-1	-4	7	21	-4	-10	-4	10	-16
20	COc1cccc(C2(O)CC(C(F)(F)F)=NN2C(=O)c2ccccn2)c1 (stereo unspecified)	-145	16	-81	4	-1	-49	0	-37	-5	-157	9
21	CNC(=S)NNC(=O)Cc1ccc(O)cc1	-4	-5	4	2	24	-10	-3	14	-11	11	5
22	COc1ccc(Nc2nc(C(=O)N(CCO)Cc3ccccc3)cs2)cc1	-17	-2	19	-1	9	-15	-7	11	-7	8	-4
23	O=C(CCN1C(=O)c2ccccc2C1=O)N1CCN(Cc2ccc(Cl)cc2Cl)CC1	11	1	-17	-4	-22	0	-18	4	-6	14	-9
24	O=C(CN1C(=O)COc2ccccc21)NCCN1CCc2ccccc2C1	16	-1	-30	2	3	9	14	-3	-9	10	4
25	CCN(CC)CCC(C)OC(=O)c1ccc(O)cc1O (stereo unspecified)	-4	9	-11	2	4	-10	12	-3	-7	13	8
26	CCCN(CCC)CCCNS(=O)(=O)c1cc(Br)cc2c1N(C(C)=O)CC2	7	5	-8	-1	2	0	-11	3	nt	8	-1
27	COc1ccccc1NCCC(=O)OCC(=O)Nc1ccccc1Cl	-10	2	-15	nt	0	-5	5	1	-6	9	-12
28	CC[C@H](C)[C@H](NS(=O)(=O)c1ccc(C)cc1)C(=O)N1CCC(C(=O)N[C@@H](C)C(=O)O)CC1	19	7	2	0	6	-11	1	5	nt	1	6
29	COc1ccc(S(=O)(=O)N2CCN(CC(=O)NC(Cc3ccccc3)C(C)=O)CC2)cc1 (stereo unspecified)	1	4	-7	nt	17	4	16	-3	-3	4	-4
30	Cc1ccc(-n2c(=O)[nH]cc(C(=O)Nc3ccc4c(c3)OCO4)c2=O)cc1C	-3	-6	-8	1	-16	-10	7	-9	-3	0	2
31	CCCC(=O)Nc1ccc(N2CCN(S(C)(=O)=O)CC2)cc1	0	3	-28	0	-15	-10	2	-14	-2	-9	8
32	CCOc1c(N2CC(C)OC(C)C2)c(=O)c1=O (stereo unspecified)	-4	-3	-111	2	-3	-4	3	8	-5	19	-1
33	COc1cc(/C=C/C(=O)c2ccc(NS(=O)(=O)c3ccc(C)cc3)cc2)cc(OC)c1O	65*	-5	-1	0	-14	12	22	67*	-8	54*	13
34	CCOC(=O)C1(C)CCN1C(=O)c1cc(F)ccc1C (stereo unspecified)	8	7	23	nt	-35	-22	-6	nt	-7	3	2
35	COc1ccc(NC(=O)CSc2nc(-c3ccncc3)nn2CC(=O)N2CCCC2)cc1	5	-1	17	-5	-6	-14	-19	7	-4	-3	-12
36	CCCCOc1ccc(-c2nnc(-c3ccco3)o2)cc1	-155	7	-199	0	-5	12	-7	-25	-3	-100	1
37	CCN(CC)S(=O)(=O)c1cccc(-c2nc3n(n2)Cc2ccccc2-3)c1	-116	-2	-49	3	-26	-25	-8	16	-9	-171	-5
38	COc1ccc(OCC(O)CN2CCCCCC2)cc1 (stereo unspecified)	11	12	-2	4	1	30	-4	-1	-4	-6	4
39	COc1ccc(Br)cc1CN1CCN(C(=O)c2cccc(OC)c2OC)CC1	15	5	-8	2	19	4	0	-4	-6	-3	-11
40	C[C@H](CO)N1C[C@H](C)[C@H](CN(C)C(=O)c2ccncc2)OCc2cnnn2CCCC1=O	8	-16	-9	nt	-10	4	4	nt	nt	9	11
41	CCOC(=O)C(=O)N=Nc1c(O)[nH]c2ccccc12	14	0	28	-6	-6	7	nt	7	-8	11	1
42	Cc1ccccc1NC(=O)Cc1nc(CSc2nnc(C3CCCCC3)n2N)cs1	9	0	-22	1	10	23	-2	11	-3	0	3
43	CCCC(=O)N(C1CC(C)C(C#N)(C#N)C1(C#N)C#N)N(C)C (stereo unspecified)	107*	-2	-6	-5	11	97*	-3	83*	-4	86*	1
44	O=C1COc2ccc(C(=O)COC(=O)c3cccnc3Cl)cc2N1	-9	9	2	-1	11	9	-3	-12	-6	14	-2
45	O=C(c1ccc2nc[nH]c2c1)N1CCN(S(=O)(=O)c2cccc(F)c2)CC1	19	-3	-9	-2	-2	-2	-3	3	-5	2	3
46	CCN(CC)C(=O)CSc1nnc(COc2ccc(OC)cc2)n1N	20	-3	-13	3	-2	-5	4	3	-6	23	2
47	Cc1cccc(NC(=O)Cc2ccc(Br)cc2)n1	-180	-2	-42	-3	7	-34	0	-61	-20	-222	-2

11 compounds from above, arranged by number of heavy atoms, falling:
nr	SMILES	Peg3 prom inh	PDI inh	NR2E3 ag-2	NR2E3 ag-1	CF NFkB block	Shn3 3UTR inh	Vif inh	TRPM1 prom inh	CaV13 ICDI inh	HIF-2a inh	KKLEB tox
28	CC[C@H](C)[C@H](NS(=O)(=O)c1ccc(C)cc1)C(=O)N1CCC(C(=O)N[C@@H](C)C(=O)O)CC1	19	7	2	0	6	-11	1	5	nt	1	6
42	Cc1ccccc1NC(=O)Cc1nc(CSc2nnc(C3CCCCC3)n2N)cs1	9	0	-22	1	10	23	-2	11	-3	0	3
45	O=C(c1ccc2nc[nH]c2c1)N1CCN(S(=O)(=O)c2cccc(F)c2)CC1	19	-3	-9	-2	-2	-2	-3	3	-5	2	3
37	CCN(CC)S(=O)(=O)c1cccc(-c2nc3n(n2)Cc2ccccc2-3)c1	-116	-2	-49	3	-26	-25	-8	16	-9	-171	-5
27	COc1ccccc1NCCC(=O)OCC(=O)Nc1ccccc1Cl	-10	2	-15	nt	0	-5	5	1	-6	9	-12
43	CCCC(=O)N(C1CC(C)C(C#N)(C#N)C1(C#N)C#N)N(C)C (stereo unspecified)	107*	-2	-6	-5	11	97*	-3	83*	-4	86*	1
36	CCCCOc1ccc(-c2nnc(-c3ccco3)o2)cc1	-155	7	-199	0	-5	12	-7	-25	-3	-100	1
38	COc1ccc(OCC(O)CN2CCCCCC2)cc1 (stereo unspecified)	11	12	-2	4	1	30	-4	-1	-4	-6	4
41	CCOC(=O)C(=O)N=Nc1c(O)[nH]c2ccccc12	14	0	28	-6	-6	7	nt	7	-8	11	1
47	Cc1cccc(NC(=O)Cc2ccc(Br)cc2)n1	-180	-2	-42	-3	7	-34	0	-61	-20	-222	-2
32	CCOc1c(N2CC(C)OC(C)C2)c(=O)c1=O (stereo unspecified)	-4	-3	-111	2	-3	-4	3	8	-5	19	-1

Structures listed above printed as active in Shn3 3UTR inh:
no.	SMILES	Peg3 prom inh	PDI inh	NR2E3 ag-2	NR2E3 ag-1	CF NFkB block	Shn3 3UTR inh	Vif inh	TRPM1 prom inh	CaV13 ICDI inh	HIF-2a inh
43	CCCC(=O)N(C1CC(C)C(C#N)(C#N)C1(C#N)C#N)N(C)C (stereo unspecified)	107*	-2	-6	-5	11	97*	-3	83*	-4	86*
